TDP1 cell noCPT = qHTS for Inhibitors of human tyrosyl-DNA phosphodiesterase 1 (TDP1): qHTS in cells in absence of CPT; DT40 Tdp1-/- hTDP1 cells, no CPT, ATP luminescence, 48 h; Potency, µM (series often up to 46.2 µM), inactives show at the top dose activity change, negative = growth inhibition, most hits filed as inhibitors; 420,000 compounds, 15% hits; also: nearly all actives have a fitted effect of over 55% in size
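No-CPT arm: Tdp1-/-;hTDP1 DT40 cells (400/well) plus compounds, incubated ≥48 hr at 37 °C. Readout CellTiter-Glo luminescence.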
KAT2A inh = inhibitors of human GCN5L2 histone acetyltransferase. Q92830. GCN5L2 HAT assay, ThioGlo1 CoA-SH fluorescence. Potency, µM (doses to about 58.9 µM), for the others: top-dose activity change, negative = inhibition, usual class: inhibitors. 390,000 compounds, 0.21% hits. AID 504327
Target sequence (Q92830 whole entry, looked up): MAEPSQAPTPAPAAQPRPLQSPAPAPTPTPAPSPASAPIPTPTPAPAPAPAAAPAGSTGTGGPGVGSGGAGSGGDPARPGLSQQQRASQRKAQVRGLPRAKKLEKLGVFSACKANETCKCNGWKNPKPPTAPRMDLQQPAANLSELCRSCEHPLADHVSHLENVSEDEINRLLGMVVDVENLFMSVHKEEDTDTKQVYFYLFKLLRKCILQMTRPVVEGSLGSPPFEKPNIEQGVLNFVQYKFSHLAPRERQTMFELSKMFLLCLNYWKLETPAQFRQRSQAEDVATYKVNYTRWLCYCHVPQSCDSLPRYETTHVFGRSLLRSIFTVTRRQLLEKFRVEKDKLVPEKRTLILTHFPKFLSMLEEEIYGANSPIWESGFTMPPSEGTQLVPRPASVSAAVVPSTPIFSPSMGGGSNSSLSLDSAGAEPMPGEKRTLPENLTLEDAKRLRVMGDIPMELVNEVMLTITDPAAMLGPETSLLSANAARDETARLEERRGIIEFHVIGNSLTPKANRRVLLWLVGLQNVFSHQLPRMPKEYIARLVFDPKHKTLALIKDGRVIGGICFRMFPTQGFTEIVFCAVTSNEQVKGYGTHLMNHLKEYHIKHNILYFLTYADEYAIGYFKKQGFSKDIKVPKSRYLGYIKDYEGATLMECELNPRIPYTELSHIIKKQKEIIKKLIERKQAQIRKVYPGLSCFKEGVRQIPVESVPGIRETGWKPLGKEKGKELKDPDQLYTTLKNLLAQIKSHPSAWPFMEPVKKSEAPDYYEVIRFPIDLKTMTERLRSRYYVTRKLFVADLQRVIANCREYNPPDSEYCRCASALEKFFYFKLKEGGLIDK
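Fluorescence readout, Ex340nm/Em540nm: ThioGlo1 (50uM final) reacts with free CoA thiol released as 20nM GCN5L2 acetylates H3(1-25) peptide (75uM) using acetyl-CoA (70uM). Compound and enzyme sat 15 min beforehand; 20 min room-temperature reaction.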
TDP1 cell CPT = DT40-hTDP1 cell growth loss with CPT; chicken DT40 Tdp1-/-;hTDP1 cells + 20 nM CPT, ATP luminescence, 48 h; Potency, µM (series often up to 46.2 µM), for the others: at the top dose activity change, negative = growth inhibition, hits mostly inhibitors; 420,000 compounds, 12% hits; AID 686979; also: nearly all actives have a fitted effect of over 55% in size
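Chicken DT40 Tdp1-/- cells stably complemented with human TDP1 were seeded at 400 cells/well in medium containing 20 nM camptothecin, exposed to pin-transferred compounds, and grown at 37 °C for at least 48 hr. Viability was read as ATP luminescence.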
The depositor's hits bear a star; u = inconclusive; x = no result given; & = joins results of further samples; [ ] = remark or other dose. Calls follow the shape of the dose curve; as a rule, active = well fitted curve in the direction sought with a large enough effect; inconclusive = small, poorly fitted or top-dose-only effect, or another doubt; inactive = no such curve, though single readings can be large; an effect the other way counts as inactive or inconclusive. % is scaled to controls: 0 for no effect and ±100 for the full control effect; potency is read from the fitted curve at half-maximal effect.

SMILES	TDP1 cell noCPT	KAT2A inh	TDP1 cell CPT
Cc1occc1-c1nnc(SCC(=O)N2CCCCC2)n1C	3%	-15%	3%
O=C1Nc2c(c(=O)[nH]c(=O)n2-c2ccccc2)C1(Nc1ncccn1)C(F)(F)F (stereo unspecified)	-18%	0%	-17%
COc1cccc(-c2ccc(C#N)c(SCC(=O)NCCc3cccc(Cl)c3)n2)c1	-10%	-7%	-6%
Cc1cccc(C(=O)Nc2nnc(-c3ccc(C(C)(C)C)cc3)s2)c1	u	u	u
COc1ccc(N(CC(O)Cn2cnc3ccccc32)S(=O)(=O)c2ccc(C)cc2)cc1 (stereo unspecified)	u	-3%	-24%
CCOC(=O)Cc1c(C)nc2cc(C)nn2c1C	-17%	-3%	2%
C=CCOC(=O)C1C(=O)CC(C)(O)C(C(=O)OCC=C)C1c1ccc(OC)cc1 (stereo unspecified)	-20%	2%	-1%
Cc1cc(C)cc(NC(=O)CCn2cnc3ccccc3c2=O)c1	-4%	-1%	-7%
CC1CCN(C(=O)Cn2cc(SCC(=O)Nc3ccccc3C(F)(F)F)c3ccccc32)CC1	21µM*	-9%	u
O=C(O)c1ccc(CP(=O)(c2ccccc2)c2ccccc2)cc1	-1%	-2%	-2%
Cc1c(C2=CCN(S(=O)(=O)c3ccc(Cl)cc3)CC2)c2ccccc2n1C	u	-8%	-25%
COc1ccc(-c2nc(C)c(CCNC(=O)c3ccccc3Br)s2)cc1OC	u	-13%	u
O=C(NCc1cccc(Br)c1)c1ccc(NC(=O)N2CCCCc3ccccc32)cc1	u	-7%	-25%
S=c1[nH]nc(-c2ccc(Br)cc2)n1-c1ccc2c(c1)OCCO2	18µM*	-9%	u
COc1ccc(C(=O)NC(=S)N2CCCc3ccccc32)cc1OC	u	-7%	u
Cc1onc(-c2ccccc2Cl)c1C(=O)NCc1cccnc1	0%	0%	-17%
COCCn1c(SCC(=O)Nc2cc(C)on2)nc2ccccc2c1=O	u	1%	-9%
COCCn1c(SCC(=O)Nc2ccc(OC)cc2OC)nc2ccccc2c1=O	3%	1%	-18%
COc1ccc(C(=O)N2CCC3(CC2)CN(CC(C)C)C3)cc1	-7%	-6%	6%
COc1ccccc1C1C(C(N)=O)=C(C)Nc2nc(-c3ccc(Cl)cc3)nn21 (stereo unspecified)	10%	-21%	3%
Cc1ncc([N+](=O)[O-])n1CC(=O)Nc1ccc(F)c(F)c1	-13%	-1%	1%
COc1ccccc1C(=O)Nc1ccc(Br)c2cccnc12	u	u	-8%
CC(C(=O)c1c[nH]c(C(=O)N=CN(C)C)c1)c1ncc(C(F)(F)F)cc1Cl (stereo unspecified)	-2%	-7%	1%
OC[C@@H]1CN(Cc2ccco2)C[C@H](n2cnc3c(NCc4ccncc4)ncnc32)O1	14%	x	4%
NC(=O)c1cc(-c2ccccc2)sc1NC(=O)CN1CCCCC1	23µM*	-13%	21µM*
CC(C)(C)NC(=O)NC(=O)COc1ccc(Br)cc1Br	-30%	-8%	-26%
CCCn1c(SCC(=O)Nc2ccc3c(c2)OCO3)nc2c1c(=O)n(C)c(=O)n2C	-30%	-9%	-23%
COc1cccc(-c2nnn(CC(=O)NC3CCCC3)n2)c1OC	-10%	-3%	0%
CCOc1ccc(Br)cc1C(=O)N/N=C/c1cccc(C)n1	-3%	-23%	0%
CCCNC(=O)NS(=O)(=O)c1ccc(Cl)cc1	2%&2%&-5%	2%	-9%&-4%&-3%
COc1ccc(/C=C2\SC(=O)N(CCC(=O)N3CCCCC3)C2=O)cc1OC	u	-5%	-29%
COc1ccc(CC(=O)Nc2cccc(S(=O)(=O)N3CCCCC3)c2)cc1	u	-6%	u
C[C@]12C(=O)N(c3cccc(Cl)c3)C(=O)N1[C@H]1c3ccccc3OC[C@@H]1[C@H]2c1ccccc1	u	-24%	u
COc1ccc(CCNC(=O)c2cccc(S(=O)(=O)N3CCc4ccccc4C3)c2)cc1	u	-7%	u
COc1ccc(C)cc1N(CC(=O)N1CCc2ccccc2C1)S(C)(=O)=O	-26%	3%	2%
CSc1nc2ncc(C(=O)O)c(N)n2n1	9%	0%	-4%
CCOc1ccc(C(=O)OCC(=O)NCc2ccccc2)cc1OCC	-6%	-5%	-5%
CC(C)(C)OC(=O)N1Cc2ccccc2C[C@H]1C(=O)N1CCC[C@H]1C(=O)O	-1%	21%	7%
O=C(N/C(=C\c1cccs1)C(=O)N1CCCCCC1)c1ccccc1	-2%	66%[activator]	-27%
COc1cccc(C(=O)N2CCN(S(=O)(=O)Cc3ccccc3)CC2)c1OC	-23%	1%	u
O=C(CNC(=O)c1ccco1)OCc1ccccc1Cl	-5%	1%	4%
CCCCCCNC(=O)CC(NS(=O)(=O)c1ccc(OC)cc1)C(C)C (stereo unspecified)	u	2%	u
O=S(=O)(NC1CC1)c1ccc(S(=O)(=O)N(Cc2ccccn2)C2CCCC2)cc1	-18%	-4%	0%
CN(C)C(CNC(C(=O)Nc1ccc([N+](=O)[O-])cc1Br)c1ccccc1)c1ccccc1 (stereo unspecified)	u	-2%	u
CCOC(=O)c1c(C)[nH]c(C2=NNC(=Nc3ccccc3)SC2)c1C	9.2µM*	-5%	13µM*
N#CCCN(C(=O)Nc1ccccc1)C1CCCCC1	3%	x	2%
COC(=O)c1ccc(OCC2c3cc(OC)c(OC)cc3CCN2C(=O)c2ccccc2C)cc1 (stereo unspecified)	u	0%	u
Cc1cccc(OCCOCCN2CCNCC2)c1C	-16%	-1%	-6%
COc1cc2c(cc1OC)C(C1C(=O)CC(C)(C)CC1=O)N(C(=O)CCl)CC2 (stereo unspecified)	-90%	-1%	-74%
COc1cccc(N2CCN(C(=O)c3cccc(NC(=O)C4=C(C)OCCS4)c3)CC2)c1	u	x	u
NC(=O)c1ccc(NC(=O)CSc2nnc(C3CCCCC3)n2N)cc1	30%	-4%	2%
OC1(c2cccs2)CN(c2ccccc2)C2=[N+]1CCCC2 (stereo unspecified)	-4%	-4%	-1%
CCn1cc(C(=O)NCCc2ccc(Cl)cc2)c(=O)c2ccc(C)nc21	u	-1%	-23%
C=CCSC1=C(C#N)C(c2cccc(OC)c2)CC(=O)N1 (stereo unspecified)	-8%	-16%	-13%
Cc1ccc(NC(=S)N2CCN(S(=O)(=O)c3ccccc3)CC2)cc1	20%	-1%	-5%
CCN(C(=S)NC(=O)c1ccco1)c1cccc2ccccc12	u	-13%	u
Cc1cc(C)c2c(CN3CCCC3)cc(=O)oc2c1	2%	x	2%
Cc1ccccc1N1CCN(CCCOc2ccc3c(C)cc(=O)oc3c2)CC1	16µM*	-2%	u
Cc1cc(C)c(NC(=O)COC(=O)c2ccc([N+](=O)[O-])s2)c(C)c1	-6%	2%	-11%
CCn1cc(C(=O)NCc2ccc3c(c2)OCO3)c(=O)c2cc(F)c(N3CCN(C(=O)c4ccco4)CC3)cc21	10µM*	-16%	12µM*

Nothing new here: 13 of the compounds above.
SMILES	TDP1 cell noCPT	KAT2A inh	TDP1 cell CPT
CCOC(=O)c1c(C)[nH]c(C2=NNC(=Nc3ccccc3)SC2)c1C	9.2µM*	-5%	13µM*
N#CCCN(C(=O)Nc1ccccc1)C1CCCCC1	3%	x	2%
COC(=O)c1ccc(OCC2c3cc(OC)c(OC)cc3CCN2C(=O)c2ccccc2C)cc1 (stereo unspecified)	u	0%	u
Cc1cccc(OCCOCCN2CCNCC2)c1C	-16%	-1%	-6%
COc1cc2c(cc1OC)C(C1C(=O)CC(C)(C)CC1=O)N(C(=O)CCl)CC2 (stereo unspecified)	-90%	-1%	-74%
COc1cccc(N2CCN(C(=O)c3cccc(NC(=O)C4=C(C)OCCS4)c3)CC2)c1	u	x	u
NC(=O)c1ccc(NC(=O)CSc2nnc(C3CCCCC3)n2N)cc1	30%	-4%	2%
OC1(c2cccs2)CN(c2ccccc2)C2=[N+]1CCCC2 (stereo unspecified)	-4%	-4%	-1%
CCn1cc(C(=O)NCCc2ccc(Cl)cc2)c(=O)c2ccc(C)nc21	u	-1%	-23%
C=CCSC1=C(C#N)C(c2cccc(OC)c2)CC(=O)N1 (stereo unspecified)	-8%	-16%	-13%
Cc1ccc(NC(=S)N2CCN(S(=O)(=O)c3ccccc3)CC2)cc1	20%	-1%	-5%
CCN(C(=S)NC(=O)c1ccco1)c1cccc2ccccc12	u	-13%	u
Cc1cc(C)c2c(CN3CCCC3)cc(=O)oc2c1	2%	x	2%

(list continues)
SMILES	TDP1 cell noCPT	KAT2A inh	TDP1 cell CPT
CCCCCCCCCCCCCCCCCCNC(=O)OC1CCN(C(=O)OC[C@H](COC(=O)N(Cc2cccc[n+]2CC)C(=O)c2ccccc2OC)OC)CC1	12µM*	x	12µM*
O=C(Cc1ccc(F)cc1)NC1CCCC1	-19%	4%	-5%
Cc1ccc(C(=O)OCC(=O)Nc2cc(Cl)ccc2C#N)o1	-5%	x	-9%
COc1cccc(NC(=O)CN2C(=O)COc3ccc(S(=O)(=O)N4CCCCCC4)cc32)c1	u	-5%&-6%	u
O=C(COc1cccc(F)c1)NNC(=O)Cc1ccc(S(=O)(=O)N2CCOCC2)s1	24%	-4%	-5%
CN1C(C(=O)NCCc2cccs2)CC2Cn3c(nc4cc(Cl)c(Cl)cc43)C21 (stereo unspecified)	u	16%	u
CCCOc1ccccc1NC(=O)CC1Nc2ccccc2NC1=O (stereo unspecified)	-18%	-7%	-9%
COc1ccc(/C=N/NC(=O)c2cccc(COCC(F)(F)C(F)F)c2)cc1	-18%	0%	-26%
Cc1ccc(C)c(N2CCN(C(=O)CCc3nc(-c4cccc(Br)c4)no3)CC2)c1	-27%	-10%	-10%
COc1ccc(CCn2cnc(=O)c(C#N)c2C)cc1OC	-8%	-4%	2%
Cc1c(NC(=O)COC(=O)c2cccn2C)c(=O)n(-c2ccccc2)n1C	-8%	-3%	-12%
CCCCc1nn(-c2cc(Cl)ccc2OC)c2c1C(=O)CC(C)(C)C2	21µM*	-4%	12µM*

Whole records from above. Values in the order: TDP1 cell noCPT	KAT2A inh	TDP1 cell CPT
Shown for O=C(Cc1ccc(F)cc1)NC1CCCC1 → -19%	4%	-5%
Shown for Cc1ccc(C(=O)OCC(=O)Nc2cc(Cl)ccc2C#N)o1 → -5%	x	-9%

Further entries follow.
SMILES	TDP1 cell noCPT	KAT2A inh	TDP1 cell CPT
O=C(NCC(=O)N(Cc1cccs1)C(C(=O)NC1CCCC1)c1cccnc1)c1ccco1 (stereo unspecified)	2%	-1%	-14%
CCOC(=S)SCC(=O)N1CCc2ccccc2C1C1C(=O)CC(C)(C)CC1=O (stereo unspecified)	17%	-1%	5%
CN1CCCC2(CCN(C(=O)c3cnccn3)CC2)C1	-1%	3%	5%
CC(=O)c1ccc(OCC(=O)N(C)CC(=O)Nc2ccc(N3CCOCC3)cc2)cc1	0%	-7%	7%
CN(C)c1ccc(S(=O)(=O)N2CCCCC2)cc1NC(=O)CN1C(=O)NC2(CCCC2)C1=O	7%	-4%	-2%
CCC(=O)N1CCCc2cc(S(=O)(=O)N3CCCc4ccccc43)ccc21	18µM*	-9%	26µM*
CCOc1ccc(C2c3c(oc4ccccc4c3=O)C(=O)N2Cc2ccc3c(c2)OCO3)cc1 (stereo unspecified)	-10%	-5%	8%
CC1CCCCC1NC(=O)C1CC=CCC1C(=O)O (stereo unspecified)	-20%	-8%	1%
Cc1ccccc1COc1ccc(/C=N/NC(=O)c2nnn(-c3nonc3N)c2CN2CCC(C)CC2)cc1	3.3µM*	-13%	10µM*
COc1cc(C)c(-c2[nH]ncc2-c2csc(C)n2)c(O)c1	4%	1%	u
Cc1ccc(C(C)C)c(OCC(=O)Nc2ccc(O)c(-c3nc4cc(Cl)ccc4o3)c2)c1	-7%	2%	9%
Cc1ccc(-n2c3c(c(=O)[nH]c2=O)C(NC(=O)c2ccccc2C)(C(F)(F)F)C(=O)N3)cc1 (stereo unspecified)	23µM*	-1%	13µM*
O=C(C1CCCO1)N1CCN(Cc2c(O)ccc3ccccc23)CC1 (stereo unspecified)	-19%	-5%	-21%
CN(CC(=O)Nc1ccc(N2CCOCC2)cc1)C(=O)CSc1ccccc1F	-11%	-4%	-1%
Cc1cccc(C)c1NC(=O)C1c2ccccc2OCC(=O)N1Cc1cccnc1 (stereo unspecified)	8%	x	-5%
CCOc1ccc(N(CC(=O)NC2CCCCC2)S(=O)(=O)c2c(C)noc2C)cc1	-26%	-1%	-24%
COc1cccc(-c2ccc(NC(=O)C3CCCN(Cc4nccn4C)C3)cc2)c1 (stereo unspecified)	u	u	u
CN(Cc1nccn1C)C(=O)c1ccc(OC2CCN(CCc3ccccc3)CC2)cc1	0%	-5%	12%
CCCc1nnc(NC(=O)CNc2ccc(F)cc2)s1	u	0%	u
COc1ccc(C(CNC(=O)C(CC(C)C)NS(=O)(=O)c2ccc(C)cc2)N2CCOCC2)cc1 (stereo unspecified)	-13%	-2%	-7%
COc1ccc(-c2cc(C(=O)NN)[nH]n2)cc1OC	1%	-6%	-4%
Cc1ccc(CCNC(=O)c2ccc3c(c2)c(C)c(C)n3Cc2ccccc2)cc1	u	11%	16µM*
